High-throughput results: PubChem, several laboratories
SIAE inh: human SIAE inhibitors, primary screen, biochemical, fluorescence polarization, FP-Rh probe, 1536-well HTS | Sialate O-acetylesterase (Homo sapiens), Q9HAT2 | SIAE FP-Rh probe binding | inhibition, % at 9.66 µM | 370,000 compounds, 0.69% hits;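 active = inhibition above a cutoff: mean of compounds within the control limits plus 3 SD of those, cut at about 17% in these data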;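 also: 0% = plate median of compound wells and 100% = probe without SIAE protein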
Target sequence (Q9HAT2 whole entry, looked up): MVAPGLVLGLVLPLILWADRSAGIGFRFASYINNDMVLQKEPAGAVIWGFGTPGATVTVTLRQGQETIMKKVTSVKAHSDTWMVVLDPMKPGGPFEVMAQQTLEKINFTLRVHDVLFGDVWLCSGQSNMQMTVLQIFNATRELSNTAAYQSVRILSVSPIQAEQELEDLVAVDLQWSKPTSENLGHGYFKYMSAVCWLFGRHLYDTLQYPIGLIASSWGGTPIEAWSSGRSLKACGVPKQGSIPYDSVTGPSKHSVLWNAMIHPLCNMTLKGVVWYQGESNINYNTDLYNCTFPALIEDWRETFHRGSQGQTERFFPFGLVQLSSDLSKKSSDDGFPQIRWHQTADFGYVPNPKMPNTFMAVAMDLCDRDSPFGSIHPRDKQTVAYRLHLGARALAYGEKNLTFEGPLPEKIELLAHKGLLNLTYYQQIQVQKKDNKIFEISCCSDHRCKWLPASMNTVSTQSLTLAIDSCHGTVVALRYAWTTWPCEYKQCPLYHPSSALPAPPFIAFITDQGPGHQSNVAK
LEDGF integ inh: blockers of LEDGF/p75-dependent integrase strand transfer – biochemical, TR-FRET, high throughput, primary screen; HIV-1 integrase (with human LEDGF/p75); TR-FRET IN-LEDGF/p75 DNA integration, Eu/Cy5; inhibition, % at 3.7 µM; 370,000 compounds, 0.64% hits; AID 743269, 2014;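 active = inhibition above the screen-wide mean plus 3 SD, cut at about 13% in these data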;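 also: signal is the Cy5 over europium emission ratio at 671 and 618 nm; 0% = plate median of compound wells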
PG9 binder: binders of HIV-1 gp120 antibody PG9, primary screen, biochemical, TR-FRET; HIV-1 gp120 / PG9 antibody interaction; TR-FRET gp120-PG9 antibody binding; inhibition, % at 6.7 µM; 360,000 compounds, 0.43% hits; AID 624416, 2012; in the data active = inhibition above about 8.5%
PRMT1 FP inh: PRMT1 methyltransferase inhibitors, primary screen, biochemical, fluorescence polarization. Protein arginine N-methyltransferase 1 (Homo sapiens), Q99873. recombinant PRMT1, activity-based probe fluorescence polarization. inhibition, % at 2.79 µM. 370,000 compounds, 1.3% hits;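 active = inhibition above about 21% made by adding two undisclosed values, limit read from the data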
Target sequence (Q99873 whole entry, looked up): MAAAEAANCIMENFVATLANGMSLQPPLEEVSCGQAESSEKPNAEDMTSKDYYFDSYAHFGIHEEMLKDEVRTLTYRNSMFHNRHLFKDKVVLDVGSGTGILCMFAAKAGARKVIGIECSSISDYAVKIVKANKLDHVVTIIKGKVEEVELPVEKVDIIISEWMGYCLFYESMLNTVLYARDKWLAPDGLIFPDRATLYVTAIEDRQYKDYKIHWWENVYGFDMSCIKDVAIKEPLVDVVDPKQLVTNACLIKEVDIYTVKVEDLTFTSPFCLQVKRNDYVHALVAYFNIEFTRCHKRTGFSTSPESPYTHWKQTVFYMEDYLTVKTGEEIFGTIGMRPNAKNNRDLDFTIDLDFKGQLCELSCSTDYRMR
rCAG RNA binder: binders of r(CAG) RNA repeats, primary screen, biochemical, fluorescence; r(CAG) RNA repeat, TO-PRO-1 dye displacement fluorescence; inhibition, % at 3 µM; 370,000 compounds, 1.3% hits;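 active = inhibition above the plate cutoff, the mean of all test compounds on that plate plus 3 SD, cut at about 35% in these data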;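 also: 0% = DMSO alone and 100% = 100 µM mitoxantrone as full dye displacement; higher means more dye released from RNA so lower well fluorescence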
TDP2 inh: human TDP2 enzyme inhibitors, primary screen, biochemical, epi absorbance, recombinant enzyme; T5PNP hydrolysis, p-nitrophenol absorbance 415 nm; inhibition, % at 12.8 µM; Tyrosyl-DNA phosphodiesterase 2 (Homo sapiens), O95551; 370,000 compounds, 0.34% hits;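 active = inhibition above the mean of all tested compounds plus 3 SD, set per campaign, cut at about 25% in these data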;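 also: 0% = DMSO with enzyme and 100% = buffer with substrate but no TDP2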
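System – recombinant human TDP2 · Quantity – TDP2 enzyme at 120 nM final · Doses – single concentration, 12.8 µM nominal, with 1% DMSO · Incubation – 2 h at 37 °C · Measured by – epi absorbance of p-nitrophenol freed from T5PNP by hydrolysis · Read-out – % inhibition relative to enzyme-containing and enzyme-free wells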
HTRA1 inh: HTRA1 serine protease inhibitors, primary screen, biochemical, fluorescence polarization, HTS; recombinant HTRA1, FP-rhodamine activity-based probe; inhibition, % at 5.96 µM; Q92743; 340,000 compounds, 0.5% hits; in the data active = inhibition above about 36%;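 also: 0% = enzyme with DMSO and 100% = wells lacking enzyme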
ABHD4 inh: ABHD4 inhibitors, primary screen, biochemical, fluorescence polarization, mouse; (Lyso)-N-acylphosphatidylethanolamine lipase (Mus musculus), Q8VD66; purified mABHD4, FP-Rh probe fluorescence polarization; inhibition, % at 8.92 µM; 370,000 compounds, 0.54% hits; AID 720543, 2013;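 active = inhibition exceeding the mean over every tested compound plus 3 SD, cut at about 30% in these data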;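 also: 0% = plate median of compound wells and 100% = S159A mutant with DMSO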
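Material: mouse ABHD4 enzyme, wild type; Benchmarks: S159A mutant high control, sample median low control; Buffer or medium: HEPES pH 7.0, NaCl, Pluronic buffer; Signal: fluorescence polarization; Read-out: percent inhibition of probe binding, normalized to plate controls; Timing: pre-incubation 45 min, probe exposure 60 min, at 25 °C; Dosing: 8.92 µM, single dose.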
Rev-erbA mod: modulators of Rev-erb alpha DNA binding, primary screen, biochemical, FITC-DNA, fluorescence polarization, uHTS | Nuclear receptor subfamily 1 group D member 1 (Homo sapiens), P20393 | Rev-erbα–FITC-DNA binding, 90 min | activity, % at 10 µM | 370,000 compounds, 0.79% hits;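 active = activity above about 14%, limit read from the data; passing the limit was not always enough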;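 also: 0% = DMSO wells with 35 nM protein and 100% = DMSO wells with 750 nM protein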
TCR CD3 inh: inhibitors of human TCR-CD3 interaction, primary screen, biochemical, fluorescence, TAMRA-labeled TCR probe | T-cell receptor (TCR) | inhibition, % at 9.4 µM | 360,000 compounds, 0.37% hits | AID 651800, 2012; in the data active = inhibition above about 19%;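 also: recombinant mutant TCR 2C K166C tagged with TAMRA read by polarization; 0% = receptor in buffer alone and 100% = receptor with positive control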
Active calls of the source: *; nt = no result given.

SMILES	SIAE inh	LEDGF integ inh	PG9 binder	PRMT1 FP inh	rCAG RNA binder	TDP2 inh	HTRA1 inh	ABHD4 inh	Rev-erbA mod	TCR CD3 inh
CCc1ccc(Cn2nnc(C(=O)Nc3ccc(OC)cc3OC)c2N)cc1	-7	0	-0.9	5	4	-7	-5	-8	-1	-15
O=C(NCCCn1ccnc1)c1c(F)cccc1F	-3	7	-2.5	-7	0	3	-6	8	2	5
O=C(c1ccc([N+](=O)[O-])o1)N1CCN(Cc2ccccc2)CC1	-6	1	1.1	3	-4	-11	4	-2	-2	-1
CC(=O)NCCNc1ccc([N+](=O)[O-])cc1C#N	4	0	1.5	3	1	-6	6	8	-2	6
Cc1ccc(NCc2n[nH]c(=S)n2Cc2ccccc2)cc1Cl	14	-4	0.0	5	14	5	-16	11	nt	-1
CCOc1c(Br)cc(/C=N\NC(=O)c2ccccc2)cc1OC	-1	1	-0.2	1	-2	-7	-15	-4	-1	-2
CCOC(=O)c1ccc(-c2cccc(C(F)(F)F)c2)nc1C	-3	-2	-2.8	-2	2	0	-6	2	-3	2
C[C@H](CO)N1C[C@H](C)[C@@H](CN(C)S(=O)(=O)c2ccc(-n3cccn3)cc2)OCc2cnnn2CCCC1=O	-3	-1	-0.1	6	2	-6	-1	0	4	-6
Cc1ccc(Oc2ncnc(N)c2[N+](=O)[O-])cc1C	-3	0	-0.7	-3	-2	-6	-1	2	1	7
Cc1ccc(SCC(=O)Nc2ccc(-c3nnc(-c4ccco4)o3)cc2)cc1	-14	1	3.1	0	6	-1	-10	-1	-2	5
CN(/N=C/c1ccccc1)C(=S)c1ccccc1	1	-1	-2.0	0	-1	6	-2	-4	5	1
COC(=O)CCC(C)C1CCC2C3CCC4CC(O)CCC4(C)C3CC(O)C12C (configuration not stated)	1	-4	-2.4	-4	-5	4	-70	-13	3	-12
O=C(COC(=O)c1c2c(nc3ccccc13)CCCCC2)NCc1ccc2c(c1)OCO2	-1	-1	2.0	0	-2	5	-28	-7	8	-6
ClC(Cl)(Cl)C1=NCc2nnn(Cc3ccccc3)c2N1	1	-1	-0.4	12	4	5	nt	-3	8	-6
Cc1ccccc1C(=O)N(C)[C@H]1C[C@H]2c3[nH]c4ccccc4c3CCN2C(=O)[C@H]1[C@H](C)O	-5	-4	0.2	5	2	-1	-5	-8	5	5
NC(Cc1ccccc1)c1csc(NC(=O)c2cccc(OC(F)(F)F)c2)n1 (configuration not stated)	-1	8	0.5	5	11	-4	nt	11	6	-10
COC(=O)C1=C(CS(=O)(=O)c2ccc(C)cc2)NC(=O)NC1c1ccc(OC)c(OC)c1 (configuration not stated)	0	0	-0.9	-1	-3	7	-2	-1	4	6
COc1ccc(OCC(=O)N/N=C/C2CC=CCC2)cc1 (configuration not stated)	-2	3	-2.9	-2	-1	-5	-4	-3	6	4
Cc1nn(C)c(C(=O)NNC(=S)NCc2ccco2)c1Br	5	0	0.2	-2	8	6	0	3	-5	-3
CCOC(=O)c1c(NC(=O)c2noc(C)c2[N+](=O)[O-])sc(C(C)=O)c1C	-4	2	-0.5	-1	6	-12	-4	-3	-4	2
CC(=O)N1CCCN(C(=O)c2cc(COc3c(F)cccc3F)on2)CC1	-12	2	-2.5	-8	-1	-4	0	5	-6	3
CC(CCc1ccccc1)NC(=O)COC(=O)C1=COCCO1 (configuration not stated)	0	-1	-0.2	-4	0	1	5	0	-2	6
CCOC(=O)c1ccccc1NC(=O)Cn1cnc2c(cnn2C(C)(C)C)c1=O	-10	-1	0.5	-4	0	-7	-2	8	4	6
O=C(NCC1CCOCC1)c1ccc2nc(Cc3cccc(Cl)c3)oc2c1	3	0	-1.3	0	-3	10	5	1	0	5
CN1C(=O)C(C)(C)c2cc(S(=O)(=O)N3CCCC3C(=O)NCc3ccc(F)cc3)ccc21 (configuration not stated)	3	-1	1.0	-5	-1	0	0	-1	-1	5
Cc1[nH]c2ccccc2c1C(c1ccccn1)N1CCCC1 (configuration not stated)	5	0	0.5	-4	-1	13	-6	-2	6	8
CCCn1c(SCC(=O)Nc2ccc(Cl)cc2F)nc(O)cc1=O	-2	1	0.8	6	22	5	-13	-5	-2	2
Cc1ccc2cccc(Oc3ncnc4scc(-c5ccc(Cl)cc5)c34)c2n1	-8	-4	-1.2	-2	1	-2	-33	-12	1	10
O=C(Cn1nnc(-c2ccc3c(c2)OCO3)n1)NCc1ccco1	11	2	0.2	-2	0	-1	-2	0	-1	1
COc1ccccc1NC(=O)Cn1c(=O)n(-c2ccccc2)c(=O)c2oc3ccccc3c21	-6	-3	-1.0	1	0	-5	-7	-4	20*	2
CC(C)(C)c1ccc(-c2csc(NC(=O)CN3C(=O)NC4(CCCCC4)C3=O)n2)cc1	-15	-3	0.5	3	8	-11	-5	-6	-3	-3
O=C(NCc1ccncc1)c1ccc(Br)o1	2	-1	0.5	3	4	10	1	-5	0	5
Cc1nn(CC(=O)N2CCc3ccccc3C2)c(C)c1Cl	4	0	0.1	-1	-2	8	2	-1	5	2
O=C1OCc2ccc(NS(=O)(=O)c3ccc(C(F)(F)F)cc3)cc21	-6	8	-3.0	0	3	-8	nt	-4	1	-2
COc1cc(OC)c(C(=O)OCC(=O)NCCc2ccccc2)cc1OC	-3	2	-1.3	-2	-5	6	5	6	7	9
COc1cccc2c1oc1c(SCc3nc4ccccc4[nH]3)nc(C)nc12	-18	-1	0.5	1	10	-1	-28	-11	-2	9
CC(=O)c1c(C)[nH]c(C(=O)Nc2cccc(C(F)(F)F)c2)c1C	-3	2	-3.9	-1	6	-13	-23	-16	3	2
COc1ccc(C(=O)Nc2cnn(Cc3ccc(Cl)cc3)c2)cc1OC	-8	-3	-0.9	1	-5	-6	-13	-11	0	4
O=C(CSc1oc(-c2cccs2)nc1S(=O)(=O)c1ccccc1)NC1CCCCC1	7	1	-4.4	15	8	-12	2	1	-2	4
CCOc1ccccc1C(=O)NCC(=O)NNC(=O)c1cccc(S(=O)(=O)Nc2ccc(OC)cc2)c1	0	2	-0.8	-9	9	-10	1	0	13	1
COc1ccc(N2CCN(C(=O)c3cccs3)CC2)cc1	8	-1	-1.8	0	1	-11	6	-2	9	-2
Cn1nc(C(F)(F)F)c(C(=O)Nc2ccc(F)cc2F)c1Sc1cccc(C(F)(F)F)c1	-9	4	1.1	-4	-5	3	-36	-20	1	3
COc1ccc(CNC(=O)C2CCCN(S(=O)(=O)c3cnc[nH]3)C2)cc1 (configuration not stated)	3	-5	-1.0	7	0	-4	-7	1	-6	-3
COc1ccc(O)c(/C=N/c2sc(C)c(C)c2C#N)c1	7	3	-4.5	24*	3	-9	5	1	-4	7
COc1ccc([N+](=O)[O-])cc1NC(=O)/C=C/C(=O)O	-7	0	0.1	2	-1	0	-1	-5	10	-2
COc1cc2oc(=O)cc(-c3cccc(-c4ccc(C(F)(F)F)cc4)c3)c2c(OC)c1OC	-10	3	1.9	-6	2	-9	-10	-7	5	-2
CC(C)CNC(=O)CCCc1c[nH]c2ccccc12	6	1	-1.0	-1	-2	-4	3	1	-5	0
Cc1cnc(CNC(=O)c2csc([C@@H]3C[C@H](O)[C@@H](CO)O3)n2)cn1	-6	-4	-0.3	0	1	-10	nt	3	-10	0
CCOc1ccc(C(C(=O)NC2CCCCC2)N(C(=O)Cc2cccs2)c2ccc(-n3cnnn3)c(OC)c2)cc1 (configuration not stated)	2	-2	-1.9	-2	2	-9	-3	5	-8	10
CN(C)Cc1nc2ccccc2c(=O)n1Cc1nc(C(C)(C)C)cs1	6	7	0.2	4	-11	2	-3	-2	1	4
O=C(O)C1=C[C@H](c2ccc(Br)cc2)C[C@H](OCCCCO)O1	-1	2	-0.1	1	5	2	-4	6	-3	10
O=[N+]([O-])c1cc(S(=O)(=O)O)cc([N+](=O)[O-])c1NN(c1ccccc1)c1ccccc1	13	0	-1.9	4	48*	18	19	8	-1	4
CC(=O)N(Cc1ccccc1)c1nc(-c2ccccc2)cs1	-9	0	1.3	0	-1	2	-29	-9	8	3
Cc1cc(C)c2cc(C#N)c(NCCCNC(=O)CCC(=O)O)nc2c1	1	1	-4.0	2	4	-4	0	5	3	3
O=C(Nc1ccc(O)c2c(=O)cc(-c3ccccc3Cl)oc12)c1ccc(Cl)cc1Cl	3	0	-1.9	0	2	7	6	1	0	8
Cc1ccnc(NC(=O)c2sc3ccccc3c2Cl)c1	10	4	-0.9	-5	3	-17	-1	-1	12	1
CC(C)NC(=O)Nc1ccc2c(c1)C(=O)N([C@H](C)CO)C[C@H](C)[C@@H](CN(C)S(C)(=O)=O)O2	9	0	3.3	3	-5	4	4	5	9	-1
C/C(=N\NC(=O)c1nn(C)c(C)c1Br)c1ccc(NC(=O)c2ccc(C)s2)cc1	1	1	-0.6	0	2	-3	0	-4	-22	3
Cc1cccc(NC(=O)C2CCN(S(=O)(=O)c3c(C)nn(C)c3C)CC2)n1	-3	0	0.2	-1	0	-5	-3	1	-7	4
Cc1ccccc1C(=O)Nc1ccccn1	-2	-2	0.6	0	1	-10	-8	-10	6	-5
(list continues)
SMILES	SIAE inh	LEDGF integ inh	PG9 binder	PRMT1 FP inh	rCAG RNA binder	TDP2 inh	HTRA1 inh	ABHD4 inh	Rev-erbA mod	TCR CD3 inh
Cc1ccc(CN2CCCCC(NC(=O)c3c(F)cccc3F)C2=O)cc1 (configuration not stated)	8	-3	nt	-2	2	-3	nt	1	5	nt
CNC(=O)CN(c1ccc(OC)cc1)S(=O)(=O)c1ccc(F)cc1	1	1	-0.4	-2	0	-2	2	-2	-5	-5
c1ccc(-c2nc(NCCCN3CCOCC3)c3ccccc3n2)cc1	3	1	-1.9	-1	-2	4	-3	-3	-5	2
O=C(NCC1CCCO1)c1ccc(CS(=O)(=O)c2ccc(Br)cc2)o1 (configuration not stated)	-11	-3	-1.2	7	4	0	2	4	2	-2
O=C(NCC1CCCO1)C(c1cccnc1)N(C(=O)Cc1cccs1)c1cccnc1 (configuration not stated)	-8	2	-1.3	-2	2	-25	2	-10	3	4

Look-ups from the list.
Value for `O=C(NCC1CCCO1)c1ccc(CS(=O)(=O)c2ccc(Br)cc2)o1` (configuration not stated) in ABHD4 inh: 4
Value for `c1ccc(-c2nc(NCCCN3CCOCC3)c3ccccc3n2)cc1` in LEDGF integ inh: 1

The list is partial, so the mix of outcomes need not match the whole.
